Screening results deposited in PubChem by Sanford-Burnham Center for Chemical Genomics.
EBI2 antag: antagonists of human EBI2 receptor; P32249; EBI2 beta-arrestin recruitment, luminescence, 7a,25-OHC stimulated; inhibition, % at 5 µM; hit rate 0.81% among 360,000; in the data active means inhibition above about 38%;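 further: enzyme fragment complementation signal reports receptor beta-arrestin coupling in cells; 0% = agonist plus DMSO wells and 100% = wells without agonist; some results beyond the cut were filed as inactive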
Target sequence (P32249 whole entry, looked up, the tested form may be a part): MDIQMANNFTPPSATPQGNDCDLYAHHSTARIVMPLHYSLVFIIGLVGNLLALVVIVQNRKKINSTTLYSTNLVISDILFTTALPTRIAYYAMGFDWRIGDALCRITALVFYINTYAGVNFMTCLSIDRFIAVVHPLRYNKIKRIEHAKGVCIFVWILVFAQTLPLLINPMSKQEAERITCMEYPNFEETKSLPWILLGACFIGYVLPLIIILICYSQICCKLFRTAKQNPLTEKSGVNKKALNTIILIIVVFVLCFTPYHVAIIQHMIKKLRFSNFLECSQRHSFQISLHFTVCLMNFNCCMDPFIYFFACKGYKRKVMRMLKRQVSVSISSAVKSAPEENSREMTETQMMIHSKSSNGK
XBP1 UPR activ: activators of adaptive arm of unfolded protein response (XBP1); CHO-XBP1 luciferase reporter, IRE1-XBP1 UPR activation, luminescence; percent of tunicamycin response, DMSO as zero; activation, % at 20 µM; hit rate 0.33% among 330,000; AID 463104;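 active means versus positive control, 20 µM dose yields 30% or more activation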;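 further: 100% = tunicamycin at 10 µg/mL and 0% = DMSO only wells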
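Material: CHO cell line with stable XBP1 luciferase reporter; schedule: 16-18 h cell attachment at 37 °C, then 6 h compound exposure; signal: glow luminescence from Steady-Glo reagent; medium: serum-containing F12 medium, 10% FBS; benchmarks: tunicamycin 10 µg/mL and vehicle-only wells; read-out: percent activation relative to tunicamycin reference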
Jurkat NFkB inh: lowers PMA/ionomycin-induced NF-kB signal in Jurkat cells | PMA/ionomycin-induced NF-kB luciferase reporter, luminescence | hit rate 0.53% among 330,000 | inhibition, % at 4 µM; in the data active means inhibition above about 50%
Mdm2-MdmX inh: inhibitors of human Mdm2/MdmX interaction | SaOS-2 split-luciferase Mdm2/MdmX complementation, luminescence | inhibition, % at 8 µM | hit rate 3% among 330,000 | AID 485346;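 active means inhibition of at least 50% at 8 µM in the primary screen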
Gli-Sufu antag: blocks Gli-Sufu signaling in a luciferase reporter; Sufu-KO-LIGHT fibroblasts, Gli luciferase reporter luminescence; inhibition, % at 5 µM; hit rate 0.74% among 340,000; AID 588413;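 active means inhibition above about 55%, limit read from the data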;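 further: 0% = DMSO-treated cells and 100% = wells with medium but no cells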
CCR6 antag: antagonists of human CCR6 receptor | P51684 | CHO-K1 CCR6 PathHunter beta-arrestin, luminescence, CCL20-stimulated | hit rate 0.49% among 340,000 | inhibition, % at 20 µM;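 active means compounds whose inhibition of the agonist-driven luminescence signal at 20 µM reaches about 50%, limit read from the data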;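 further: cells stimulated with CCL20 at 14 nM final; plate controls were DMSO with CCL20 for no effect and DMSO without agonist for full effect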
Target sequence (P51684 whole entry, looked up): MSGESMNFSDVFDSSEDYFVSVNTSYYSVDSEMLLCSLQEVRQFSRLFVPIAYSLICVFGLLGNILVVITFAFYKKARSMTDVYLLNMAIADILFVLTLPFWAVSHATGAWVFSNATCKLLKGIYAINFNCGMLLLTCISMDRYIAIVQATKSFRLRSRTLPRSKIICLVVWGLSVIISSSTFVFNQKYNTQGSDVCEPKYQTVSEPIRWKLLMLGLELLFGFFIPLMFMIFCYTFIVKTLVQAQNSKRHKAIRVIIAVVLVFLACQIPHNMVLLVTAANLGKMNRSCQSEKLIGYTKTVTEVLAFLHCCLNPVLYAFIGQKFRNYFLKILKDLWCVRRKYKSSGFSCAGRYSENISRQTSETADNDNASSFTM
UPR CHOP act: activators of apoptotic arm of unfolded protein response (CHOP); CHO-CHOP luciferase reporter, UPR activation, luminescence; percent of tunicamycin response over DMSO baseline; activation, % at 10 µM; hit rate 0.34% among 330,000; AID 449763;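 active means at 10 µM dose, activation of 40% or more, normalized to positive control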;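 further: 100% = tunicamycin at 10 µg/mL and 0% = DMSO alone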
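Test system: CHO-CHOP cells, stable luciferase reporter of PERK-eIF2a-CHOP signalling | Quantity: 500 CHO-CHOP cells per well | Buffer or medium: F12 plus 10% serum | Compound dosing: 10 µM single point, 0.5% DMSO | Schedule: 6 h compound treatment, 37 °C | Signal: Luciferase luminescence | Control set: Tunicamycin high control, DMSO low control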
697 NFkB inh: lowers PMA/ionomycin-induced NF-kB signal in 697 B cells | 697 B-cell NF-kB luciferase reporter, 16 h | inhibition, % at 4 µM | hit rate 0.33% among 330,000; in the data active means inhibition above about 35%
CXCR6 block: blocks human CXCR6 beta-arrestin recruitment; hit rate 0.36% among 360,000; CHO-K1 PathHunter CXCR6 beta-arrestin, luminescence; inhibition, % at 20 µM; in the data active means inhibition above about 34%, passing the limit was not always enough;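 further: antagonist mode with CXCL16 agonist at 10 nM final; 0% = 10 nM CXCL16 with DMSO and 100% = unstimulated wells without agonist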
Target sequence (O00574 whole entry, looked up): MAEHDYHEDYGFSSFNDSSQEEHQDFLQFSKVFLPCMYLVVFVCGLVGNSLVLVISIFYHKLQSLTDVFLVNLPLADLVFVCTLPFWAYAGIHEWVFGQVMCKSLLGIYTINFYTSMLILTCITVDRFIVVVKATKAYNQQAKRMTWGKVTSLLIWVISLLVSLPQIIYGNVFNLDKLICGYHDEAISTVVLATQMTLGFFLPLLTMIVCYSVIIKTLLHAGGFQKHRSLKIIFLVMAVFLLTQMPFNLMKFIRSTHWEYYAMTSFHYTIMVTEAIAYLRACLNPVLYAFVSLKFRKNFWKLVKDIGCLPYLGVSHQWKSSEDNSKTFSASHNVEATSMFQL
Starred values were filed as active, the others as inactive; . = not tested or not shown.

SMILES	EBI2 antag	XBP1 UPR activ	Jurkat NFkB inh	Mdm2-MdmX inh	Gli-Sufu antag	CCR6 antag	UPR CHOP act	697 NFkB inh	CXCR6 block
COc1cc2ccccc2cc1C(=O)Nc1ccccc1C	21	3	-94	-185	-5	18	7.1	-103	-4
CCOc1ccccc1N1CCN(C(=S)Nc2ccc(S(=O)(=O)Nc3ncccn3)cc2)CC1	-6	-4	-10	7	1	-5	-1.9	-22	5
CCC(=O)N1CCc2cc(S(=O)(=O)CCC(=O)NCc3ccc(C)cc3)ccc21	11	-2	5	21	-2	-8	2.7	6	1
O=C(/C=C/c1ccccc1[N+](=O)[O-])Nc1cccnc1	-5	-1	-33	-15	-31	2	5.0	16	-8
Cc1ccc(-c2nn(C)c(=O)c3ccccc23)cc1CNC(=O)/C=C/c1ccccc1	19	-4	5	25	10	14	-0.5	-10	22
CCN1C(=O)CC(NNC(=O)c2ccccc2)C1=O (stereo unspecified)	1	-1	13	26	3	-1	1.4	6	-4
O=C(Nc1ccc(NC(=O)c2ccccc2Cl)cc1)c1cccnc1	4	0	-22	-13	-6	7	3.2	-10	-4
O=C(c1cc(-c2ccc(O)cc2)on1)N1CCc2ccccc2C1	14	7	-9	5	-22	8	2.9	-7	6
O=C(O)c1ccc(N2C(=O)c3cccc(Oc4ccc(Cl)cc4)c3C2=O)cc1	-4	1	18	-26	-5	-10	-0.3	10	-13
Cc1ccc(C(=O)OCC(=O)NC2CCCC2)cc1C	-7	4	2	-2	4	-6	1.3	-13	-6
CC(C)(C)OC(=O)N1CCC(C(=O)Nc2cccc(C(=O)N3CCCC3)c2)CC1	-2	.	.	.	-5	11	.	.	-3
O=C(O)c1ccc2c3n(nc2c1)-c1ccc(Cl)cc1CO3	.	-7	59*	-17	-38	7	-6.0	-22	.
Cc1cc(C)cc(Oc2ncnc3c2ncn3Cc2c(Cl)cccc2Cl)c1	-1	-2	3	23	-3	18	-1.0	14	15
CC(=O)N/C(=C\c1cccs1)C(=O)O	-15	-5	-14	25	-4	-2	3.2	9	-2
CC1CC(C)CN(C(=O)c2ccc3ncsc3c2)C1 (stereo unspecified)	1	-1	-9	-33	2	16	-0.4	-42	-6
CC(C)(C)c1ccc(Cn2nnc3c(=O)[nH]c(C4CCCN(C(=O)c5ccco5)C4)nc32)cc1 (stereo unspecified)	13	0	-15	16	-2	4	-1.5	-22	4
Cc1cc(Nc2ccc(C)c(Cl)c2)nc(N2CCOCC2)n1	-5	3	-21	21	3	8	2.7	5	-15
O=C(O)c1cccc2cccc(-c3c4ccc(=O)c(O)c-4oc4c(O)c(O)ccc34)c12	-8	.	.	.	-11	22	.	.	11
COc1ccc(NC(=O)Nc2ccc3nc(C)c(C)nc3c2)cc1	6	4	-14	-10	-3	7	1.0	-67	-3
Cc1cc(C)nc(SCCc2ccncc2)n1	-6	-1	-10	-21	7	12	3.0	4	-2

2 of these compounds, reformatted.
| canonical_smiles | EBI2 antag | XBP1 UPR activ | Jurkat NFkB inh | Mdm2-MdmX inh | Gli-Sufu antag | CCR6 antag | UPR CHOP act | 697 NFkB inh | CXCR6 block |
| --- | --- | --- | --- | --- | --- | --- | --- | --- | --- |
| O=C(O)c1ccc(N2C(=O)c3cccc(Oc4ccc(Cl)cc4)c3C2=O)cc1 | -4 | 1 | 18 | -26 | -5 | -10 | -0.3 | 10 | -13 |
| CCC(=O)N1CCc2cc(S(=O)(=O)CCC(=O)NCc3ccc(C)cc3)ccc21 | 11 | -2 | 5 | 21 | -2 | -8 | 2.7 | 6 | 1 |

Next part.
SMILES	EBI2 antag	XBP1 UPR activ	Jurkat NFkB inh	Mdm2-MdmX inh	Gli-Sufu antag	CCR6 antag	UPR CHOP act	697 NFkB inh	CXCR6 block
N#CCCN/N=C(\Cc1nc2ccccc2[nH]1)c1ccccc1	-5	-3	10	5	1	-29	0.3	12	-1
C1CC1Cc1noc(CN2CCN(CC3CC3)CC2)n1	-15	-4	-2	1	0	10	1.9	3	1
CCN(CC)CCn1c(NC(=O)c2ccc(Cl)cc2)nc2ccccc21	6	3	9	9	4	7	1.4	-58	7
O=C(COC(=O)c1ccc(Cl)nc1)Nc1cc(S(=O)(=O)N2CCCCC2)ccc1Cl	-6	5	-8	6	21	5	-0.8	0	-12
CCc1nnc(NC(=O)c2ccc(S(=O)(=O)N(C)c3ccccc3)cc2)o1	-14	0	7	24	-9	1	3.9	8	16
Cc1cc2nc3c(=O)n(C4CCCCC4)c(=O)[nH]c3nc2cc1N	9	.	.	.	-22	-22	.	.	-12
COc1ccc(OCC(=O)Nc2nnc(C)s2)cc1	8	0	-11	2	4	-3	3.3	4	1
COc1ccccc1-n1c(=O)c2c3c(sc2n2c(=S)[nH]nc12)CCC3	1	-3	12	12	5	-2	1.1	12	1
Cc1ccc(NC(=O)CC(N)=S)cc1	1	1	-3	25	3	5	-1.1	4	0
CCOc1ccc2nc(NCCCNS(=O)(=O)c3ccccc3)c(C#N)cc2c1	0	2	-8	3	2	-17	-1.0	12	-9
Cc1cccc(NC(=O)c2cc([N+](=O)[O-])ccc2NC2CCCCC2)c1	-28	1	2	33	-11	-7	3.2	18	2
Cn1c2c(c(=O)[nH]c1=O)C(c1ccc(O)cc1)C1=C(N2)c2ccccc2C1=O (stereo unspecified)	1	5	0	12	20	34	-2.3	-14	9
COC(=O)c1ccc(OCc2nc(N)nc(N3CCOCC3)n2)cc1	9	-3	-2	-4	-5	-5	-3.0	13	0
CCc1nnc(NC(=O)CSc2nnc(-c3ccccc3NC(=O)c3ccccc3)o2)s1	-7	-1	2	0	1	0	1.1	-21	-6
CC(C)c1ccc(Nc2nc(CC(=O)O)cs2)cc1	11	-1	-127	-186	-95	11	1.2	-133	3
CC(=O)NC(=S)Nc1sc2c(c1C#N)CCCCC2	8	.	.	.	-49	27	.	.	37
COCCCN(CC(=O)Nc1ccc(N2CCOCC2)cc1)S(=O)(=O)c1ccc(C)cc1	-1	-3	-13	38	2	-2	0.4	18	6
CC(=O)N(C)c1ccc(NC(=S)NCC(C)C)cc1	-10	0	5	1	-5	6	2.1	2	0
COc1ccc(NC(=S)NC(=O)/C=C/c2ccccc2)cc1	-11	-1	-13	22	1	-14	3.9	2	-8
O=C1Cc2ccccc2C(=O)N1Nc1ccccc1	5	.	.	.	-5	10	.	.	-4
O=C(CNc1ccc2ccccc2c1)N/N=C/c1ccc(OC(=O)/C=C/c2ccco2)cc1	21	13	12	22	4	3	5.6	-18	-3
Nn1c(SCC(=O)NCc2ccccc2)nncc1=O	-7	-1	-4	-1	1	-8	4.0	-11	1
COc1ccc2oc(=O)cc(CN3CCOCC3)c2c1	-3	-5	-5	23	0	-2	2.3	5	-1
Cc1cc(Cl)ccc1OC(C)C(=O)NCCCn1ccnc1 (stereo unspecified)	-13	-2	-8	13	1	0	-0.8	-5	11
COc1ccc(OC)c(-c2cc(C(=O)N3CCN(c4ccccc4)CC3)no2)c1	-2	2	-1	7	1	4	-0.1	2	8
CCc1cc(=O)oc2c(CN3CCN(C)CC3)c(O)ccc12	-4	-1	-22	20	7	7	0.3	0	-3
O=C(Nc1ccccc1N1CCCCC1)c1cccc(F)c1	10	1	-4	21	4	17	0.9	4	0
CCCc1nc2c(nnn2Cc2ccccc2F)c(=O)[nH]1	-10	2	5	2	-2	9	2.2	13	5
Cc1ccc(-n2nc(C)c3c2OC(N)=C(C#N)C3c2cccs2)cc1 (stereo unspecified)	-2	4	3	-11	7	3	-1.1	-1	-2
CC(/C=N/NC(=O)c1nnn(-c2nonc2N)c1C)=C\c1ccccc1	-6	0	-29	17	-40	1	3.2	-27	3
Cc1c(C#N)c(O)n(C)c(=O)c1N=Nc1ccc(S(N)(=O)=O)cc1	2	.	.	.	-1	52*	.	.	25
CCOc1ccc(CNc2nnnn2C)cc1	-5	-5	20	6	3	6	-0.7	26	2
COc1ccc(C(=O)CSc2nnc(-c3ccccc3)o2)cc1	0	2	-4	-6	-6	8	-2.4	14	5
Cc1ccc(/C=N/NC(=O)c2ccncc2)cc1	3	-3	-27	-17	19	2	3.6	-9	0
CC(=O)N(C)c1ccc(NC(=O)N2CCOCC2)cc1	-4	-1	-8	17	10	5	0.1	-2	1
O=C(COC(=O)C1CC(O)CN1S(=O)(=O)c1ccc(Cl)cc1)c1cccc(Cl)c1 (stereo unspecified)	-14	0	9	-20	-2	6	3.5	-3	-9
CCOCCCNc1ccc(N2C(=O)C3CCCCC3C2=O)cc1[N+](=O)[O-] (stereo unspecified)	-13	-1	5	-23	0	13	0.1	5	8
Cc1nnc(NC(=O)CSc2nnc(C(C)NC(=O)c3ccccc3F)n2C)s1 (stereo unspecified)	14	-7	-13	-2	8	-4	-0.6	11	0
O=C(NC(CO)(CO)CO)[C@@H]1CCCN1S(=O)(=O)c1cccc2cccnc12	-8	3	2	8	-22	0	0.4	13	-13
CCCc1cc(=O)oc2cc(C)cc(OCC(=O)Nc3ccccn3)c12	22	5	3	-30	9	11	3.8	-3	8
O=c1c(Br)c(NCc2ccccc2)cnn1-c1ccc(F)cc1	6	1	-25	-4	-7	3	3.3	-58	-5
COc1ccc(Cl)cc1NC(=O)C1CC(c2ccccc2O)=NO1 (stereo unspecified)	19	2	10	27	9	3	0.9	-13	7
N#Cc1ccc(-c2csc(NC3=NCCCCC3)n2)cc1	14	.	.	.	-46	22	.	.	1
Cc1cc(NC(=O)CSc2nc3ccccc3c(=O)n2Cc2ccc(F)cc2)no1	24	-1	-1	13	6	5	-0.9	11	10
CC(C)(C)OC(=O)C[C@H]1C/C=C\C[C@@H](CC(=O)N(CCO)Cc2ccccc2)C(=O)NC[C@@H](c2ccccc2)OC1=O	5	-3	15	-1	6	17	0.1	6	20
Nc1ncnc2c1ncn2C1CCCO1 (stereo unspecified)	5	-5	-3	-3	6	3	-1.5	4	9
Cc1occc1-c1nnc(SC(C)C(=O)Nc2ccccc2F)o1 (stereo unspecified)	7	1	-98	-70	25	1	4.6	-134	-3
Cc1cccc(C)c1OCC(=O)OCC(=O)c1ccc2c(c1)NC(=O)CO2	-1	0	-5	2	8	3	5.4	23	-8
Cc1cc(F)ccc1S(=O)(=O)Nc1ncnc2sccc12	11	0	-23	5	2	4	0.1	10	-3
Cc1ccc(C)c(NC(=O)c2oc(=O)c3ccccc3c2-c2ccccc2)c1	16	-3	0	11	1	19	-1.9	-3	14

Next compounds.
SMILES	EBI2 antag	XBP1 UPR activ	Jurkat NFkB inh	Mdm2-MdmX inh	Gli-Sufu antag	CCR6 antag	UPR CHOP act	697 NFkB inh	CXCR6 block
COc1ccc(CNC(=O)CCCSc2ccccc2)cc1	2	-1	0	-1	17	18	3.8	14	-7
CCNC(=S)Nc1cccc(S(=O)(=O)NC2=NCCC2)c1	3	0	-14	11	-2	1	1.0	3	1
N/C(Cc1ccc([N+](=O)[O-])cc1)=N\OC(=O)c1ccco1	-27	5	5	2	-10	-20	-0.8	7	-19
CC(=O)Nc1ccc(S(=O)(=O)Nc2ccc(C(=O)NCC(=O)O)cc2)cc1	3	-1	-2	15	3	0	0.1	11	-2
COc1ccc(/C=N/NC(=O)c2cccc(Br)c2)cc1CN1CCOCC1	6	0	-8	-21	-4	17	-1.0	-9	4
Cc1ccc(NC(=O)CSc2nnc(C(F)(F)F)n2C)cc1[N+](=O)[O-]	-3	-3	-2	17	-2	10	0.1	17	14
CCNCCNC(=O)c1c(O)c2ccccc2n(CC)c1=O	-13	-2	14	-42	14	2	-0.2	-2	-5
CC(=O)c1cccc(NC(=O)CSc2nc(C3CC3)nc3ccccc23)c1	3	-3	-18	36	-2	13	0.4	-2	-3
